Compound activity from PubChem.
GCN5L2 inh – GCN5L2 (KAT2A) acetyltransferase inhibition; GCN5L2 HAT assay, ThioGlo1 CoA-SH fluorescence; Potency, µM (titrated, usually from 58.9 µM), for the others: at the highest dose activity change, negative = inhibition, hits mostly inhibitors; 0.21% of 390,000 active
Target sequence (Q92830 whole entry, looked up): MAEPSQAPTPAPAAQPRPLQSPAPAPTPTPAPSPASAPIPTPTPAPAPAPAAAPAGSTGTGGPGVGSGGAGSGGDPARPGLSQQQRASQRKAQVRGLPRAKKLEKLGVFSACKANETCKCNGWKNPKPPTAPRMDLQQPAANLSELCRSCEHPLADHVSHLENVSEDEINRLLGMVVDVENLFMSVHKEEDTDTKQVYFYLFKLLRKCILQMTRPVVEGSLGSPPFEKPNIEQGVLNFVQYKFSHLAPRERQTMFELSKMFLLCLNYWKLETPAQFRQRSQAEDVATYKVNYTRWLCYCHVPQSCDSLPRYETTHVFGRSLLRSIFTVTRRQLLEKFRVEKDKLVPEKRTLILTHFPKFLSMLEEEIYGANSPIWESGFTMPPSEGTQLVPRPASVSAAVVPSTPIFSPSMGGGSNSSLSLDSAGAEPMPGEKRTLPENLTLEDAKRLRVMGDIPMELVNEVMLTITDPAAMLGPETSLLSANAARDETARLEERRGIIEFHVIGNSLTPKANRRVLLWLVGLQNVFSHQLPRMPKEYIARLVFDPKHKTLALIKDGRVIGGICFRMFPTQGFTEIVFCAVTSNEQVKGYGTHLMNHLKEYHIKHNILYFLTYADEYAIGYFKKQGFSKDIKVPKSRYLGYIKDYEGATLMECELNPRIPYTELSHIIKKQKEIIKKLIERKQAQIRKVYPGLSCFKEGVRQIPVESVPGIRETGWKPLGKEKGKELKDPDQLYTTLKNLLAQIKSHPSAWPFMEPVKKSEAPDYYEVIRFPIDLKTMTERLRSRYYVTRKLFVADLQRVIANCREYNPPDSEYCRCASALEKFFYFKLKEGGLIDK
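Fluorescence readout, Ex340nm/Em540nm: ThioGlo1 (50uM final) reacts with free CoA thiol released as 20nM GCN5L2 acetylates H3(1-25) peptide (75uM) using acetyl-CoA (70uM). Compound and enzyme sat 15 min beforehand; 20 min room-temperature reaction.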
TDP1 cell CPT – DT40-hTDP1 cell growth loss with CPT | chicken DT40 Tdp1-/-;hTDP1 cells + 20 nM CPT, ATP luminescence, 48 h | Potency, µM (titrated, usually from 46.2 µM), for the others: at the highest dose activity change, negative = growth inhibition, usual class: inhibitors | 12% of 420,000 active; also: nearly all actives have a fitted effect of over 55% in size
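Chicken DT40 Tdp1-/- cells complemented with human TDP1, 400 cells/well, exposed to compounds plus 20 nM camptothecin for at least 48 h at 37 C; viability read as ATP content by CellTiter-Glo luminescence.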
TDP1 cell noCPT – qHTS for Inhibitors of human tyrosyl-DNA phosphodiesterase 1 (TDP1): qHTS in cells in absence of CPT; DT40 Tdp1-/- hTDP1 cells, no CPT, ATP luminescence, 48 h; Potency, µM (series often up to 46.2 µM), for inactives: top-dose activity change, negative = growth inhibition, most hits filed as inhibitors; 15% of 420,000 active; also: nearly all actives have a fitted effect of over 55% in size
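Cells were dispensed at 400 per well, compounds added by pin tool, plates incubated ≥48 hr at 37 °C, then CellTiter-Glo added for 30 min at room temperature before luminescence reading. Line: DT40 Tdp1-/- complemented with hTDP1; camptothecin omitted.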
Active calls of the source: *; ? = inconclusive; · = no result given; [ ] = dose if it differs, or a comment. Calls follow the shape of the dose curve; as a rule, active = well fitted curve in the direction sought with a large enough effect; inconclusive = small, poorly fitted or top-dose-only effect, or another doubt; inactive = no such curve, though single readings can be large; an effect the other way counts as inactive or inconclusive. % is scaled to controls: 0 for no effect and ±100 for the full control effect; potency is read from the fitted curve at half-maximal effect.

The first three entries, to show the layout:
| structure | GCN5L2 inh | TDP1 cell CPT | TDP1 cell noCPT |
| --- | --- | --- | --- |
| COc1ccc(CC(=O)NCC2(c3ccc(OC)c(OC)c3)CCCC2)cc1 | -2% | ? | ? |
| COc1ccccc1NS(=O)(=O)c1cc(C)ccc1C | -3% | -13% | ? |
| Cc1ccc(Cc2c(-c3ccc(C)cc3)nc3ccc(Br)cn23)cc1 | · | 21µM* | 23µM* |

All compounds of this part, from the start:
| structure | GCN5L2 inh | TDP1 cell CPT | TDP1 cell noCPT |
| --- | --- | --- | --- |
| COc1ccc(CC(=O)NCC2(c3ccc(OC)c(OC)c3)CCCC2)cc1 | -2% | ? | ? |
| COc1ccccc1NS(=O)(=O)c1cc(C)ccc1C | -3% | -13% | ? |
| Cc1ccc(Cc2c(-c3ccc(C)cc3)nc3ccc(Br)cn23)cc1 | · | 21µM* | 23µM* |
| O=C(O)c1nn(Cc2nc3ccccc3o2)c(=O)c2ccccc12 | 1% | 10% | 10% |
| CCOC(=O)C1=CN(Cc2cccc(F)c2)S(=O)(=O)N(C)C1c1cccc(OC)c1 (stereo not given) | -8% | -28% | ? |
| COc1cc(OC)c(OC)cc1/C=N/n1c(COc2ccccc2)n[nH]c1=S | 1% | 1% | -28% |
| CCOc1ccccc1NC(=O)CCN1CCN(S(=O)(=O)c2ccc(Br)cc2)CC1 | -5% | -12% | ? |
| COc1cc(C2C(C(=O)c3cccs3)=C(O)C(=O)N2Cc2ccco2)cc(OC)c1OC (stereo not given) | -21% | -8% | -4% |
| CSc1nc(-c2ccccc2)nc(NC(C)=O)c1C(C)=O | 0% | -24% | ? |
| Cc1ccc(S(=O)(=O)N(Cc2nc(-c3cccc(C)c3)no2)C2CCCCC2)cc1 | -6% | ? | 10µM* |
| COc1ccc(C(=O)NNC2CC(=O)N(Cc3ccc(Cl)cc3)C2=O)cc1OC (stereo not given) | 2% | 18% | -2% |
| COc1cccc(NC(=O)Nc2cc(C(=O)O)ccc2N2CC3CC(C2)c2cccc(=O)n2C3)c1 (stereo not given) | -10% | 13% | 16% |
| CCc1c(C)nc2ncnn2c1N1CCC(C(=O)Nc2ccccc2)CC1 | 1% | ? | 16µM* |
| CC(=O)N1CCN(C(=O)c2ccc(OC3CCN(Cc4ccccn4)CC3)cc2)CC1 | 3% | 2% | -23% |
| CCCC(=O)Nc1ccc(Br)c(Cl)c1 | 2% | -21% | ? |
| Cc1nc2ccc(Cl)cc2c(-c2ccccc2F)c1CC(=O)O | -9% | ? | -11% |
| CCCCn1nnnc1C(c1ccccc1)N1CCN(c2ncc(C(F)(F)F)cc2Cl)CC1 (stereo not given) | · | ? | 18µM* |
| O=C(Cc1cccc2ccccc12)Nc1ccc2c(c1)C(=O)NC2=O | -1% | 11% | -3% |
| Cn1c(Cn2c(=O)sc3ccccc32)nnc1SCC(N)=O | -1% | 4% | -2% |
| O=C(c1ccccc1)c1ccc[nH]1 | · | -6% | -10% |
| COc1nnc(-c2ccc(C)c(S(=O)(=O)NC(C)C)c2)c2ccccc12 | -4% | -16% | ? |
| C=CCN=C(NC#N)SCc1ccccc1Cl | -10% | -12% | -22% |
| CCN(C(=O)c1nn(-c2ccc(C)cc2)c(=O)c2c1c1ccccc1n2C)c1ccc(F)cc1 | -14% | ? | 13µM* |
| CCCNC(=O)C1(C)CCCN(C(=O)c2cccc(OC(F)(F)F)c2)C1 (stereo not given) | · | -26% | ? |
| Cc1ccc2nc(-c3ccncc3)cc(C(=O)NCc3ccccc3F)c2c1 | -22% | ? | ? |
| CCOc1ccc(NC(=O)CCc2c(C)nc3c(-c4ccccc4)c(C)nn3c2C)cc1 | -3% | -17% | ? |
| C1=C(c2ccccc2)Nc2nnnn2C1 | -4% | -6% | -7% |
| O=C(CN1C(=O)COc2ccc(S(=O)(=O)N3CCOCC3)cc21)NCc1ccc(Cl)cc1 | -3% | -26% | -9% |
| CC(=O)c1ccc2c(c1)c1ccccc1n2CC(C)C | -6% | -5% | -9% |
| Fc1ccc(CNn2cnnc2SCc2ccc(F)cc2)cc1 | -1% | ? | -22% |
| N/C(=N\OC(=O)c1ccccc1[N+](=O)[O-])c1ccccn1 | -1% | ? | ? |
| O=C(CN1CCOCC1)Nc1nc(-c2ccc(Cl)cc2)cs1 | 5% | 16µM* | 21µM* |
| CN(C)c1ccc(C=Nc2cncc3ccccc23)cc1 | · | 13% | -25% |
| Clc1cccc(Cl)c1CSc1nnc([C@@H]2CCCN2)o1 | 3% | -4% | -15% |
| Cn1cccc1C(C#N)c1ccccc1C#N (stereo not given) | -5% | -2% | -1% |
| O=C(Nc1cccc(Oc2ccc3c(c2)C(=O)NC3=O)c1)c1cccs1 | 21% | -2% | -9% |
| CCNC(=O)C1CCCN1C(=O)C(CCCN=C(N)N)NC(=O)C(CC(C)C)NC(=O)C(Cc1cn(Cc2ccccc2)cn1)NC(=O)C(Cc1ccc(O)cc1)NC(=O)C(CO)NC(=O)C(Cc1c[nH]c2ccccc12)NC(=O)C(Cc1cnc[nH]1)NC(=O)C1CCC(=O)N1 (stereo not given) | 0% | -2% | 0% |
| O=C(NC1=NCCS1)C1CC(=O)N(c2ccc(F)cc2)C1 (stereo not given) | 0% | -8% | -22% |
| CCOC(=O)C1=C(C)N(C[C@@H]2CC[C@@H](Cc3ccc(-c4ccccc4)cc3)O2)C(=O)NC1c1ccc(C(F)(F)F)cc1 (stereo not given in full) | -9% | ? | ? |
| Cc1ccsc1C(=O)N(Cc1cc2cc3c(cc2nc1N1CCOCC1)CCC3)CC1CCCO1 (stereo not given) | · | -10%[9.04 µM] | -3% |
| O=C(N/N=C/c1ccccc1OCc1ccccc1)c1cccs1 | 0% | ? | 15µM* |
| CCC(OC(=O)c1nsc(Cl)c1Cl)C(=O)NCC1CCCO1 (stereo not given) | -3% | 6% | -6% |
| CCN(CC)S(=O)(=O)c1ccc(C(=O)NC2CC(=O)N(c3ccc(OC)c(OC)c3)C2)cc1 (stereo not given) | 1% | 1% | -24% |
| COc1cccc(N2CCN(C(=O)c3ccc4ccccc4c3)CC2)c1 | -2% | ? | ? |
| CCOc1ccc(Nc2cc(C)nc(-n3nc(C)cc3C)n2)cc1 | -1% | 0.46µM* | 0.58µM* |
| COc1cccc(OCc2ccc(C(=O)NCC3CCCO3)cc2)c1 (stereo not given) | 0% | -8% | ? |
| CC(=O)c1sc(NC(=O)CS(=O)(=O)c2ccccc2)nc1-c1ccccc1 | -19% | -17% | ? |
| O=C(c1ccsc1)N1CCCC(N2CCN(c3cccc(C(F)(F)F)c3)CC2)C1 (stereo not given) | -4% | ? | ? |
| CC(C)c1cccc(-c2ccc3c(c2)S(=O)(=O)c2cccc(C(=O)O)c2C3=O)c1 | -23% | 10% | -2% |
| O=C(Nc1ccccc1)c1nc[nH]c1C(=O)NCCN(CCNC(=O)c1[nH]cnc1C(=O)Nc1ccccc1)CCNC(=O)c1[nH]cnc1C(=O)Nc1ccccc1 | -10% | ? | 23µM* |
| Cn1c(SCC(=O)N2CCc3ccccc32)nnc1-c1ccc(S(=O)(=O)N2CCCC2)cc1 | 1% | -12% | ? |
| O=C(c1ccc2nc3ccc(Cl)cc3c(=O)n2c1)N1CCOCC1 | -25% | -22% | ? |
| Cc1cc(F)ccc1-c1cc(C(=O)NC2CCCCC2)[nH]n1 | · | -55% | -58% |
| COc1ccc(NC(=O)c2cc3c([nH]c4ccccc43)c(C)n2)cc1 | -6% | -3% | -22% |
| COc1ccc(N2CCN(C(=O)CN3C(=O)COc4ccccc43)CC2)cc1 | -5% | 1% | -19% |
| COc1ccc(/C=N/Nc2nc(Nc3ccccc3)nc(N3CCCC3)n2)cc1[N+](=O)[O-] | -5% | ? | 16µM* |
| CCCC(=O)N(c1ccc2oc(C)c(C(C)=O)c2c1)S(=O)(=O)c1ccc(C)c([N+](=O)[O-])c1 | -9% | 18µM* | 16µM* |
| CC1=C(C(=O)Nc2ccc(C)cc2C)C(c2ccc(C)o2)NC(=S)N1 (stereo not given) | -2% | -6% | -9% |
| CCCC(=O)Nc1ccc2nn(-c3ccc(OC)cc3)nc2c1 | -25% | ? | ? |
| COc1ccc(S(=O)(=O)NCc2nc(N3CCCC3)c3cccc(C)c3n2)cc1OC | · | 4%[9.04 µM] | -12% |

(cont.)
| structure | GCN5L2 inh | TDP1 cell CPT | TDP1 cell noCPT |
| --- | --- | --- | --- |
| Oc1cccc(-c2nnc(-c3cccc(O)c3)nn2)c1 | · | ? | ? |
| O=C(CSc1ccccc1)Nc1ccc2c(c1)C(=O)NC2=O | 0% | 0% | 2% |
| Cn1ccnc1SCC(=O)c1ccc(O)cc1 | 0% | -13% | 13% |
| CC(Sc1nc(NCc2ccccc2)nc(N(C)C)n1)C(=O)Nc1ccccc1 (stereo not given) | -25% | 23µM* | 21µM* |
| COc1ccc(-c2nc(-c3ccc(Br)cc3)no2)c(OC)c1 | · | 0% | -42% |
| Clc1ccccc1N=C1NN=C(c2cccs2)CS1 | -13% | -4% | -2% |
| CCC(CC)c1nnc(NC(=O)CCNC(=O)c2ccccc2Cl)s1 | -12% | 6% | -27% |
| COc1ccc(CN2CCC(CO)(CCOc3ccccc3)CC2)cc1C | 0% | ? | ? |
| CC(C)(C)C1CCC(=NNC(=O)C(=O)NCc2ccco2)CC1 (stereo not given) | -11% | 8% | -8% |
| O=c1ccn(CCOc2ccc(Cl)cc2)c(=O)[nH]1 | -2% | -3% | -1% |
| COc1ccccc1CNC(=O)c1oc2ccc(S(=O)(=O)N3CCCC3)cc2c1C | ? | ? | ? |
| CC1(c2nnc(-c3ccncc3)o2)CC(c2ccccc2)=NO1 (stereo not given) | · | -25% | -19% |
| CC(OC(=O)Nc1cccc(Cl)c1)C(=O)O (stereo not given) | -10% | -5% | -16% |
| COC(=O)[C@H](Cc1ccccc1)NCCCn1cnc(C(=O)Nc2ccc(C)c(C)c2)n1 | · | ? | 18µM* |
| O=C(COC(=O)c1cc(S(=O)(=O)N2CCCCC2)ccc1N1CCOCC1)c1ccccc1Cl | · | -14% | -28% |
| CCOC(=O)[C@]12CCC=C1N(Cc1ccccc1)C(=O)[C@H](CC(=O)N1CCCCC1)C2 | · | 21µM* | ? |
| CCOc1ccc(C(=O)NCC(=O)N2CCC(C)CC2)cc1OCC | -7% | 2% | 1% |
| COC(=O)c1[nH]c2ccc(F)cc2c1NC(=O)CCN1CC(C)OC(C)C1 (stereo not given) | -3% | 1% | -9% |
| O=C(Nc1ccc(Cl)c(Cl)c1)Nc1ccccc1NS(=O)(=O)c1cccs1 | -15% | 10% | 3% |
| COC(=O)c1ccccc1NC(=O)CN1CCCCCC1 | -17% | ? | -2% |
| COC(=O)[C@]1(Cc2ccccc2)N[C@H](c2ccc(-c3ccc(F)cc3)cc2)[C@@H]2C(=O)N(C)C(=O)[C@@H]21 | -16% | 18µM* | 16µM* |
| N#Cc1ccccc1OCCOCCNC1CCCC1 | -5% | 0% | ? |
| CCN(CC)c1ccc(C(=O)O)cc1 | 0% | 11% | -19% |
| O=C(CN1CCN(c2ccccn2)CC1)Nc1cccc(Br)c1 | ? | 5% | -18% |

Ordered by length of the SMILES (ascending): some entries from above
| structure | GCN5L2 inh | TDP1 cell CPT | TDP1 cell noCPT |
| --- | --- | --- | --- |
| CCN(CC)c1ccc(C(=O)O)cc1 | 0% | 11% | -19% |
| N#Cc1ccccc1OCCOCCNC1CCCC1 | -5% | 0% | ? |
| O=C(Nc1ccc(Cl)c(Cl)c1)Nc1ccccc1NS(=O)(=O)c1cccs1 | -15% | 10% | 3% |
| CCOC(=O)[C@]12CCC=C1N(Cc1ccccc1)C(=O)[C@H](CC(=O)N1CCCCC1)C2 | · | 21µM* | ? |
